Screening results deposited in PubChem BioAssay by National Center for Advancing Translational Sciences (NCATS).
Anesthetic bind: binds horse apoferritin like a general anesthetic. P02791. apoferritin/1-aminoanthracene competitive binding, fluorescence. Potency, µM (top dose mostly 77.5 µM), inactives show at the highest dose activity change, negative = displacement, most hits filed as inhibitors. 350,000 compounds, 0.074% hits; further: potency means the concentration at half of the fitted maximal effect; on the % scale 0 is the no-effect control and ±100 the full control effect; nearly all actives have a fitted effect of over 20% in size
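Probe: 1-aminoanthracene (50% saturated, PBS). Protein: horse-spleen apoferritin, 10 uM. Incubation: 10 min, room temperature. Detection: 380 nm excitation, 535 nm emission. Analysis: normalized response, four-parameter Hill.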
Pol kappa inh: blocks human DNA polymerase kappa activity. Potency, µM (top dose mostly 107 µM), without a hit: top-dose activity, negative = inhibition, usual class: inhibitors. purified Pol kappa, fluorescent DNA synthesis assay, 10 min. Q9UBT6. 400,000 compounds, 0.53% hits; further: potency means the concentration at half of the fitted maximal effect; on the % scale 0 is the no-effect control and ±100 the full control effect
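10 nM Pol kappa was preincubated with compounds for 15 min at room temperature. Reaction started with 50 nM (final) substrate. Fluorescence read kinetically at 0 and 10 min.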
Pol beta inh: inhibitors of human DNA polymerase beta; Potency, µM (top dose mostly 114 µM), for inactives: at the top dose activity change, negative = inhibition, hits mostly inhibitors; Pol beta primer extension/strand displacement, fluorescence kinetic; 340,000 compounds, 1.3% hits; P06746; further: potency means the concentration at half of the fitted maximal effect; on the % scale 0 is the no-effect control and ±100 the full control effect
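Human Pol beta at 10 nM; strand-displacement substrate 50 nM final. Compound exposure 15 min at room temperature before start, reaction 10 min at room temperature.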
Pol eta inh: blocks human DNA polymerase eta activity | recombinant Pol eta, fluorescent DNA replication assay | Potency, µM (doses to about 114 µM), without a hit: at the top dose activity change, negative = inhibition, most hits filed as inhibitors | 390,000 compounds, 1.2% hits | AID 588591; further: potency means the concentration at half of the fitted maximal effect; on the % scale 0 is the no-effect control and ±100 the full control effect
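Pol eta at 10 nM preincubated with compounds 15 min at room temperature; reaction started with fluorescent substrate (50 nM final) and read kinetically at 0 and 10 min.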
LDHA inh: LDHA (human) enzyme inhibition; purified LDHA, NADH/diaphorase-resazurin fluorescence; active compounds read low; activity change, % (values are at about 110 or 230 µM); 480,000 compounds, 0.15% hits; AID 1347041; in the data active means activity change below about -30%; inconclusive means mostly about -25% to -30%;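 further: plate controls were DMSO wells for no effect and wells without enzyme for full effect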
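Resorufin fluorescence (ex540/em590), read at 0 and 20 min after diaphorase/resazurin addition, reports the NADH left after a 5 min room-temperature reaction of 2 nM human LDH5 with 0.06 mM NADH and 0.2 mM pyruvate.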
Pol iota inh: DNA polymerase iota (human) inhibition; 390,000 compounds, 1% hits; Potency, µM (series often up to 115 µM), without a hit: top-dose activity, negative = inhibition, usual class: inhibitors; Q9UNA4; Pol iota fluorescent replication assay, 10 min; further: potency means the concentration at half of the fitted maximal effect
Target sequence (Q9UNA4 whole entry, looked up): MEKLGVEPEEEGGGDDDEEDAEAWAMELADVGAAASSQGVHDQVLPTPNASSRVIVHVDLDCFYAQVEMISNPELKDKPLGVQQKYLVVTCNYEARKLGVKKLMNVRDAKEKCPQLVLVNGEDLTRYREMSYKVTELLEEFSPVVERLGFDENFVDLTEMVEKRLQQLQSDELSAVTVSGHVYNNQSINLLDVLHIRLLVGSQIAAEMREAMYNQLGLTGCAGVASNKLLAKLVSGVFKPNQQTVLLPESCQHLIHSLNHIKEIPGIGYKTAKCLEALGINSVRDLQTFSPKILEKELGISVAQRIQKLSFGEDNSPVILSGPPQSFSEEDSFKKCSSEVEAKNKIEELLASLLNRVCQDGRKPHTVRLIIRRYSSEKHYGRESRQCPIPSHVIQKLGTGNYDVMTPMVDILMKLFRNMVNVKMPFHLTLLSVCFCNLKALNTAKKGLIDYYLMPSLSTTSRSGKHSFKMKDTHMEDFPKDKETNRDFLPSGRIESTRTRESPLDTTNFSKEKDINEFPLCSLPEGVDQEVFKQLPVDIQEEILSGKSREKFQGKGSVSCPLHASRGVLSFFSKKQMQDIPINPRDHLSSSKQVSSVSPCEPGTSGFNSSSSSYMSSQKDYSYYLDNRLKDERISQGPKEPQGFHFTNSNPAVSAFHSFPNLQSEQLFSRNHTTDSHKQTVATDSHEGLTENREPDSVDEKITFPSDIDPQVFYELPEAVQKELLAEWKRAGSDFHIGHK
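Pol iota at 10 nM preincubated 15 min with compounds at room temperature; reaction started with fluorescent substrate, 50 nM final. Fluorescence read kinetically at 0 and 10 min; buffer-only wells as negative control.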
BLM helicase inh: Bloom syndrome helicase (human) inhibition | P54132 | recombinant BLM DNA unwinding, fluorescence dequenching | Potency, µM (highest dose often 56.1 µM), for the others: at the highest dose activity change, negative = inhibition, hits mostly inhibitors | 350,000 compounds, 0.2% hits | AID 2528;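 further: potency means the concentration at half of the fitted maximal effect; plate controls were vehicle for no effect and no enzyme for full effect; nearly all actives have a fitted effect of over 35% in size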
APEX1 inh: blocks human APE1 abasic DNA cleavage | P27695 | recombinant APE1, TAMRA/BHQ-2 abasic DNA cleavage fluorescence | Potency, µM (series often up to 65.8 µM), for the others: top-dose activity change, negative = inhibition, hits mostly inhibitors | 350,000 compounds, 0.35% hits;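 further: potency means the concentration at half of the fitted maximal effect; plate controls were vehicle for no effect and reference inhibitor for full effect; nearly all actives have a fitted effect of over 55% in size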
Target sequence (P27695 whole entry, looked up): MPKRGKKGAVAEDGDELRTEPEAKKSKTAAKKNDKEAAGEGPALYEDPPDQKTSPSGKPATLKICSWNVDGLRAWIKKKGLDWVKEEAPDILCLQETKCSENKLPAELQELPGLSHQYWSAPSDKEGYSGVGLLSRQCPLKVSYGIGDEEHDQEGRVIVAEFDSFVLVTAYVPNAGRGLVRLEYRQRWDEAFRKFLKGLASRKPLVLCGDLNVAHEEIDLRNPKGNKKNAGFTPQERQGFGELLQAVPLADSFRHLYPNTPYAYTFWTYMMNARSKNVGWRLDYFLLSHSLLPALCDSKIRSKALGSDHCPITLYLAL
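Activity was derived from the fluorescence gain between first and third kinetic reads (60 s intervals, ex 525/em 598 nm) after 50 nM THF-abasic TAMRA/BHQ-2 duplex was added to 0.75 nM APE1 preincubated 15 min with compound.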
GRP78 ERSR act: inducers of ER stress response in human glioma cells; Potency, µM, without a hit: at the highest dose activation, usual class: activators; U87-MG GRP78 promoter luciferase reporter, 16 h; 420,000 compounds, 0.02% hits; further: potency means the concentration at half of the fitted maximal effect; series mostly up to about 76 µM; % of control where 0% means no effect; nearly all actives have a fitted effect of over 35% in size
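Stably transfected U87-MG human glioma cells carrying a GRP78-based luminescent sensor were seeded at 1000 cells/well, pin-dosed with compounds and incubated 16 h. Luciferase reagent was then added, and end-point luminescence was read after 10 min at room temperature.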
* hit, by the source's call; ? = inconclusive; / = no result given; & = joins results of further samples; [ ] = another dose, or the depositor's remark. Unless noted, the call rests on the fitted dose curve; in most records, active means well fitted curve in the direction sought with a large enough effect; inconclusive means small, poorly fitted or top-dose-only effect, or another doubt; inactive means no such curve, though single readings can be large; an effect the other way counts as inactive or inconclusive.

Values run as follows: Anesthetic bind, Pol kappa inh, Pol beta inh, Pol eta inh, LDHA inh, Pol iota inh, BLM helicase inh, APEX1 inh, GRP78 ERSR act
Cc1cccc(C(=O)Nc2ccc(NC(=O)Cc3ccc(Cl)cc3)cc2)c1
 : -6.2%, -11.5%, -12.9%[57.1 µM], ?, -2.4, 23.3%, -4.3%, 4.7%, -0.6%
COc1ccc(Nc2ccc3nnc(-c4ccc(Br)cc4)n3n2)cc1
 : -6.6%, /, -0.1%, /, /, /, 0.1%, -1.1%, /
CCCCCCOc1ccc(-c2ccc(C#N)cn2)cc1
 : -5.0%, -16.3%, -8.5%, -7.1%, -1.9, 16.0%, -6.0%, -3.5%, -2.4%
CC1CCCN(c2ccc(C(=O)OCC(=O)N3c4ccccc4Sc4ccccc43)cc2[N+](=O)[O-])C1 (stereo not given)
 : -2.7%, -6.3%, 4.0%, -9.3%, 1.0, 24.8%, -2.8%, 0.5%, 1.9%
Cc1c(O)ccc(C(=O)CN2CCN(Cc3ccc4c(c3)OCO4)CC2)c1O
 : -0.5%, -4.0%, 14.0%, -18.2%, 3.5, 22.8%, 3.9%, 3.5%, -3.2%
CN1Cc2cccc3c2C(Cc2ccccc2S3)C1 (stereo not given)
 : -4.2%, -10.5%, -1.6%, -23.1%, -1.8, -4.5%, -8.8%, 1.1%, 0.5%
CCOC(=O)CSc1cc(C)nc2ccc(OC)cc12
 : -7.0%, 5.7%, -21.8%, -4.1%, -6.5, 46.5%[activator], -2.7%, -11.6%, -5.2%
COc1ccc(CNC(=O)CN2C(=O)NC3(CCCCCCC3)C2=O)cc1
 : /, -7.3%, /, -4.6%, -6.0, 70.5%[activator], /, 49.7%[activator], -3.0%
c1ccc(N2CCN(c3nc(-c4cccs4)nc4ccccc34)CC2)cc1
 : -8.9%, -2.8%, ?, -11.5%, -3.4, 61.6%[activator], -6.3%, ?, -0.5%
CCNc1nc(Cl)nc(N(NC(C)=O)C(C)CC)n1 (stereo not given)
 : -16.2%, -10.9%, -13.1%, -14.3%, -3.7, 2.2%, -0.8%, 8.2%, 4.5%
OC(CC1CC12c1ccccc1-c1ncccc12)(c1ccccc1)c1ccccc1 (stereo not given)
 : -5.0%, -11.9%, -12.3%, -9.9%, 4.5, ?, -11.6%, -6.6%, -5.7%
O=C(Cn1c(=O)n2nc(-c3cccc(F)c3)nc2c2ccccc21)N1CCN(c2ccc(F)cc2)CC1
 : 3.8%, -2.2%[60.1 µM], -7.6%, -8.6%, 1.5, 7.2%, -0.2%, /, -1.4%
O=C(NCCC1=CCCCC1)c1coc(=O)c(Br)c1
 : -2.3%, 4.7%, 1.4%, -14.1%, -2.2, ?, -1.4%, -0.2%, -6.9%
COc1ccccc1N1CCN(C(=O)c2ccc3ncsc3c2)CC1
 : /, -15.7%, /, 1.3%, -5.8, -0.4%, /, /, 0.4%
CCOc1ccc(CC(=O)Nc2cc(=O)n(C)c(=O)n2C)cc1
 : -4.4%, 3.6%, ?, -20.9%, -5.0, 115.5%[activator], -3.1%, 7.1%, -3.0%
C=CCn1c(SCC(=O)Nc2cccc3ccccc23)nc(O)c(CC)c1=O
 : -22.4%, -4.3%, -0.2%, -2.8%, -0.9, -8.0%, -2.2%, 0.0%, -3.3%
O=C(NNc1cccc(Cl)n1)c1c(F)cccc1F
 : -2.0%, -9.3%, 19.5%, -1.0%, -6.4, 133.7%[activator], -4.9%, -5.1%, 12.7%
COC(=O)[C@@]12CCCCN1[C@H](c1ccc(-c3cc(C(C)=O)cs3)c(OC)c1)[C@H]1C(=O)N(C)C(=O)[C@H]12
 : /, -0.3%, /, -19.4%, -6.7, 35.3%[activator], /, -16.6%, -1.7%
C=CCC1(CC=C)CCCN1C(=O)CC1C(=O)NCCN1Cc1ccccc1OC (stereo not given)
 : -6.5%, -3.6%, -2.6%, -11.1%, 10.4, 22.2%, -3.5%, 3.7%, -7.1%
COc1ccc(-c2ccc(OC)c(C3C4C=CCC(C)C4C(=O)N3Cc3ccccc3)c2)cc1 (stereo not given)
 : 50.4%[activator], -5.9%, /, /, /, -20.9%, -9.3%, 0.0%, -4.3%
COc1ccc(C(C)=O)cc1COC(=O)c1ccc(C)c(S(=O)(=O)N2CCOCC2)c1
 : /, -0.1%, /, -17.8%, -3.4, -3.4%, /, -21.8%, -1.9%
COC(=O)c1ccccc1NC(=O)CCCS(=O)(=O)c1nc(-c2ccccc2OC)cc(C(F)(F)F)n1
 : -11.1%, 7.1%, 1.7%, 1.6%, -6.4, -5.8%, -4.1%, /, -1.3%
CCOC(=O)C1CCN(S(=O)(=O)c2ccc(N3CCCCS3(=O)=O)cc2)CC1
 : 31.7%[activator], -0.6%[60.1 µM], 7.8%, -8.3%, -3.3, 20.1%, 0.0%, /, -2.8%
COc1ccc(-c2nnc(SC(=O)N3c4ccccc4Sc4ccccc43)o2)cc1
 : ?, 0.3%[60.1 µM], 3.5%, 8.6%, -0.6, -2.9%, -6.6%, -2.6%, ?
CCCCCCN1C=CC(=C2C(=O)c3ccccc3C2=O)C=C1
 : -7.5%, -2.1%, 33.4%, -0.5%, -3.9, 44.7%, -1.6%, -5.0%, -12.3%
CCc1nnc(NC(=O)c2cccc(S(=O)(=O)N(C)c3ccc(OC)cc3)c2)s1
 : -19.6%, -6.2%, 2.3%, -1.5%, -13.6, 66.0%[activator], -4.8%, 1.0%, 1.4%
CCOC(=O)CCNC(=O)CCc1nnc(CCCc2ccccc2)o1
 : -3.9%, 9.6%, ?, -10.2%, 0.7, 28.4%, 2.6%, -10.2%, 3.5%
O=C1c2ccccc2C(=O)N1Cc1nc(-c2ccncc2)no1
 : -13.0%, -9.2%, 9.5%, 1.7%, -12.3, 8.6%, -0.4%, -2.4%, 0.8%
COCCNC(=O)[C@@H]1CCCN1C(=O)C1CCN(S(=O)(=O)c2ccc(C)cc2)CC1
 : -4.3%, 1.1%, 13.1%, -9.0%, -2.6, -10.3%, -3.4%, 19.9%, -3.7%
CSc1ccccc1NC(=O)c1cc(S(=O)(=O)N(C)C)ccc1N1CCCC1
 : 2.1%, -2.0%, -0.5%, -11.8%, -1.8, 19.0%, -1.0%, 10.5%, -2.9%

Going on with the list.
Values run as follows: Anesthetic bind, Pol kappa inh, Pol beta inh, Pol eta inh, LDHA inh, Pol iota inh, BLM helicase inh, APEX1 inh, GRP78 ERSR act
CCc1nc2ccccc2n1CCCCOc1cccc(C)c1
 : -18.9%, -5.9%, 2.1%, -23.8%, 4.4, 35.8%[activator], -5.8%, /, -3.5%
Cc1csc(NC(=O)c2ccc3c(=O)n4c(nc3c2)CCCCC4)n1
 : -3.8%, 2.5%[60.1 µM], 0.7%[57.1 µM], -13.9%, -2.6, 17.3%, -13.4%, 9.8%, 2.1%
CC(C)CCNC(=O)NC(=O)COC(=O)/C=C/c1cnc2ccccc2n1
 : -17.4%, 2.1%, 0.3%, -11.7%, 1.0, -13.7%, 0.8%, -5.7%, 7.7%
COc1cc(C#Cc2ccc3cc(CCO)oc(=O)c3c2)cc(OC)c1
 : /, -10.5%, /, -16.6%, -13.0, 7.9%, /, 14.3%, 0.2%
O=C(CC(Cc1ccccc1)c1ccco1)NCc1ccco1 (stereo not given)
 : 3.8%, -2.3%, 1.3%, 5.7%, -12.4, 149.4%[activator], -8.7%, 1.4%, -3.0%
O=C(CC(c1ccccc1)c1ccccc1)N1CCN(c2ccccn2)CC1
 : -12.6%, -6.6%, -11.9%, -8.5%, -3.5, 91.1%[activator], -6.4%, 4.9%, -1.9%
O=C(Nc1ccc(Cl)c(S(=O)(=O)N2CCOCC2)c1)c1n[nH]c(=O)c2ccccc12
 : /, -11.9%, /, -0.6%, 2.9, -3.5%, /, -15.6%, 4.7%
COc1ccc(C(O)(C2CCCCC2)C(CN2CCOCC2)c2ccccc2)cc1 (stereo not given)
 : 0.9%, -7.1%, 38.0%, -20.2%, 3.0, 25.3%, -8.4%, -3.1%, -1.4%
FC(F)(F)c1cccc(NC(=S)NCC(c2cccnc2)N2CCOCC2)c1 (stereo not given)
 : -4.2%, -0.8%, 49.3%, -7.8%, -3.0, 5.5%, 1.2%, 13.7%, -1.9%
CCOC(=O)N1CCN(C(=O)c2cc(COc3cccc(C(C)=O)c3)on2)CC1
 : -17.6%, -9.3%, 25.3%, -3.9%, -10.9, 20.4%, -2.7%, 4.5%, 5.9%
O=C(NCCCN1CCCC1=O)c1cc2c(s1)CCCCC2
 : 4.5%, -1.0%, 5.7%, -2.4%, 0.8, -4.3%, -15.5%, 3.9%, 14.7%
COc1ccc(NC(=O)CSCC(=O)N(C)CCOc2ccc(Cl)cc2)cc1
 : /, 1.4%, /, -24.5%, -2.9, 27.3%, /, 5.9%, -1.9%
Cn1c(=O)c2c(nc(CN3CCN(c4ccccc4F)CC3)n2CCCc2ccccc2)n(C)c1=O
 : /, 5.8%, /, -10.3%, -4.9, 0.3%, /, /, -2.9%
CCC(=O)Nc1ccccc1C(=O)N1CCN(Cc2ccccc2)CC1
 : -8.8%, -0.5%, 28.4%, -1.2%, -10.0, 16.3%, -7.9%, -5.1%, -1.3%
CCOC(=O)c1ccccc1NC(=O)CSc1nc2ccncc2[nH]1
 : -1.1%&-11.5%, -6.1%&-8.8%, 37.7%&2.8%, 2.6%&-7.1%, -4.2&4.2, -5.0%&0.6%, -0.3%&1.1%, -9.5%, -3.6%&-3.9%
COc1ccc2nc(C)cc(SCC(=O)N/N=C/c3ccc(O)c(O)c3)c2c1
 : -8.9%, 28.2µM*, 2.24µM*, 4.47µM*, -1.3, 15.8µM*, -13.0%, ?, ?
COC(=O)c1cc2sc(Cl)cc2n1CC(=O)Nc1ccc(OC)c(OC)c1OC
 : -15.6%, 0.0%, -8.6%, -8.2%, -0.7, -4.8%, -11.4%, -5.2%, -2.3%
O=C(CSc1nnc(-c2ccc(F)cc2)c2ccccc12)Nc1ccccc1
 : -19.7%, -3.1%, 3.9%, -12.3%, -3.1, 2.0%, 1.3%, -4.5%, -2.3%

This is a subset. The share of hits here may be higher or lower than overall.
